ERK EGF inh – qHTS Assay for Inhibitors of the ERK Signaling Pathway using a Homogeneous Screening Assay; Stimulation with EGF; HEK293-V1b, EGF-stimulated phospho-ERK AlphaScreen; Potency, µM (top dose mostly 11.5 µM), for the others: at the highest dose activity change, negative = inhibition, most hits filed as inhibitors; hit rate 0.41% among 130,000; AID 1454, 2008; active = well fitted inhibition curve with a large enough effect; inconclusive = small, poorly fitted or top-dose-only effect, or effect the other way;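 also: plate controls were stimulated vehicle wells for no effect and unstimulated vehicle basal for full effect; nearly all actives have a fitted effect of over 55% in size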
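HEK293 cells stably expressing V1b receptor, serum-reduced (1% FBS) overnight, got compound for 30 min at 37C, then 25 nM EGF for 5 min. Lysate phospho-ERK read by AlphaScreen SureFire; AC50 from Hill fits.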
The depositor's hits bear a star; ? = inconclusive; [ ] = dose if it differs, or a comment. Potency is read from the fitted curve at half-maximal effect. A portion of the library; the hit share may differ from the screen's.

SMILES	ERK EGF inh
COC(=O)c1ccccc1NC(=O)/C=C/c1ccco1	9%
CC(=O)NC(=C(Cl)Cl)S(=O)(=O)c1ccccc1	-14%
O=C(Nc1ccccc1)N1CCC2(CC1)CCN(C(=O)c1ccncc1)CC2	12%
O=C(NN=C1C2CC3CC1CC(Cl)(C3)C2)c1ccccn1	3%
Cc1nnsc1SCCNC(=O)Nc1ccc(Cl)cc1	-7%
COc1cc2oc(=O)c3c4c(cc5ccc(c1CCN(C)C)c2c53)OCO4	-16%
CCCn1c(S(=O)(=O)O)nc2ccccc21	5%[57.5 µM]
COCCn1nnnc1C(CC(C)C)N1CCN(c2ccccc2)CC1 (stereo unspecified)	-1%
Nc1nnc(-c2cccc([N+](=O)[O-])c2)o1	12%[57.5 µM]
CSCCC(NC(=O)c1cccc(S(=O)(=O)N2CCOCC2)c1)C(=O)Nc1cccc(C)c1 (stereo unspecified)	3%
CCC/C=N/NC(=O)CNC(=O)c1ccccc1Cl	-4%
CCCCCn1c(CCCNC(=O)CC)nc2ccccc21	-11%
O=[N+]([O-])c1ccc2nc(CN3CCCCC3)[nH]c2c1	5%
Cc1ccc(NC(=O)CCn2c(=O)[nH]c3ccsc3c2=O)cc1	11%
O=C(Nc1cc(N2CCCCC2)ncn1)c1ccccc1	-2%
Cc1cc(N/C=C/C(=O)c2cccs2)ccc1F	2%
CN(C)CC(O)CN(c1ccccc1)c1ccccc1 (stereo unspecified)	-9%[57.5 µM]
CCOc1ccc(C(=O)NCc2ccccc2OC)cc1	16%
Cc1cc(C)n(C(=O)CCCCCC(=O)n2nc(C)cc2C)n1	8%
Fc1cccc(CN2CCN(Cc3nc(-c4cnccn4)no3)CC2)c1	3%
O=C(CSc1ccccc1)N(c1ccc(Br)cc1)c1nccs1	10%
O=c1[nH]c(N/N=C/c2cc3c(cc2[N+](=O)[O-])OCO3)nc2ccccc12	-1%[57.5 µM]
CN1C[C@H](C(=O)N[C@]2(C)O[C@]3(O)[C@H]4CCCN4C(=O)[C@H](Cc4ccccc4)N3C2=O)C[C@H]2c3cccc4[nH]cc(c34)C[C@@H]21	3%[25.7 µM]
COc1ccc(N(C(=O)c2ccncc2)S(=O)(=O)c2cccs2)cc1	3%[57.5 µM]
CC(=O)C1=C(O)C(=O)N(c2ccc(O)cc2)C1c1ccc([N+](=O)[O-])cc1 (stereo unspecified)	7%
CC(=O)c1ccc(N2CCN(c3ccc(S(=O)(=O)NCCN(C)C)cc3[N+](=O)[O-])CC2)cc1	-5%[57.5 µM]
O=C(Nc1ccc2nc3ccccc3nc2c1)c1ccccc1	-6%
CN(C)S(=O)(=O)c1ccc(C(=O)NCc2ccccn2)cc1	5%
O=C(O)Cc1coc2cc3c(cc12)CCC3	-14%
O=C(COC(=O)c1ccc(Cl)c([N+](=O)[O-])c1)Nc1ccccc1OC(F)F	0%
O=C(Nc1ccccc1C(=O)N1CCNCC1)c1ccco1	-1%
Ic1ccc(N2CCN(Cc3c[nH]c4ncccc34)CC2)cc1	?
C/C(CC(=O)Nc1ccc(C)c(Cl)c1)=N\NC(=O)Cc1ccccc1	4%
CCOc1cc(/C=C\[N+](=O)[O-])ccc1OCC(=O)N1CCOCC1	?
CC1(C)Cc2c(sc3c2c(N)nc(=S)n3Cc2ccc(Br)cc2)CO1	0%[57.5 µM]
O=C(c1cc(COc2ccc(F)cc2Cl)on1)N1CCCC(c2ccccc2)C1 (stereo unspecified)	-6%
CCCOP(=O)(OCCC)c1nc(-c2ccccc2)oc1NCc1ccccc1	6%
CSC(=NC#N)N1CCN(c2ccc([N+](=O)[O-])cc2)CC1	?
O=C(Nc1ccc(N2CCCCC2)cc1)c1ccc(F)cc1F	-2%[57.5 µM]
CCOc1ccc2ccccc2c1/C=N/NC(=O)CNC(=O)C(c1ccccc1)c1ccccc1	-1%
CCc1ccc(NC(=S)N2CCCC(C(F)(F)F)C2)cc1 (stereo unspecified)	2%
C(#CC1CCCC1)c1ccc2c(c1)COc1c3ccccc3nn1-2	-3%[57.5 µM]
CC1CN(C(=O)c2ccc(COc3ccc(C(C)C)cc3)o2)CC(C)O1 (stereo unspecified)	-5%
N#CCCCS(=O)(=O)c1nnnn1C1CCCCC1	2%
Cc1cccc(Nc2c([N+](=O)[O-])c(=O)oc3ccccc23)c1	4%[57.5 µM]
CC(C)NC(=O)Cn1cc(C(=O)COc2ccccc2)c2ccccc21	-10%
Cc1sc(NC(=O)CCCC(=O)O)c(C(N)=O)c1-c1ccccc1	1%
NC(=O)c1c(Nc2nc3c(F)cccc3s2)sc2c1CCCC2	-3%
COc1ccc(COC(=O)N/N=C(\C)CC(=O)Nc2ccc(Cl)cn2)cc1	-1%[57.5 µM]
COc1ccc(CN2CCN(C(=O)c3cccc(OC)c3OC)CC2)cc1OC	4%

(further entries)
SMILES	ERK EGF inh
CS(=O)(=O)N1CCC2(CCN(c3ccccn3)CC2)CC1	-5%
O=C(CC1C(=O)NCCN1Cc1ccc(-c2ccccc2)cc1)NCC1CC1 (stereo unspecified)	-5%
CCc1cccc(OCCN2CCCC2)c1	1%
CCN1C(=O)C(CC(=O)Nc2ccc(OC)cc2)N(CCc2ccccc2)C1=S (stereo unspecified)	-5%
NC(=O)c1ncc(C(F)(F)F)cc1Cl	-8%
O=C(NC(Cc1c[nH]c2ccccc12)C(=O)NCCCN1CCOCC1)c1cccs1 (stereo unspecified)	-6%
Cc1ccc(C(C[N+](=O)[O-])c2c(-c3ccccc3O)[nH][nH]c2=O)cc1 (stereo unspecified)	1%
COc1ccccc1N(CC(O)COc1ccccc1C)S(=O)(=O)c1ccccc1 (stereo unspecified)	8%
COc1ccc(-n2c(C)cc(C(=O)CN3C(=O)NC4(CCCc5sccc54)C3=O)c2C)cc1 (stereo unspecified)	-1%
Cc1ccc(CNS(=O)(=O)c2ccccc2[N+](=O)[O-])cc1	17%

In the list so far, these contain an aryl thioether with sulfur outside any ring:
SMILES	ERK EGF inh
Cc1nnsc1SCCNC(=O)Nc1ccc(Cl)cc1	-7%
O=C(CSc1ccccc1)N(c1ccc(Br)cc1)c1nccs1	10%

(list continues)
SMILES	ERK EGF inh
CC1CC(C)CN(C(=O)c2cccc(S(=O)(=O)Nc3cc(C(F)(F)F)ccc3Cl)c2)C1 (stereo unspecified)	2%
N#C/C(=C\Nc1ccccc1SC(F)(F)F)c1nc(-c2ccc(Cl)cc2)cs1	17%
O=C(NC(=S)NCC1CCCO1)c1ccccc1 (stereo unspecified)	-1%
CC(C)(Oc1ccc(Cl)cc1)C(=O)NCCN1C(=O)S/C(=C/c2cccnc2)C1=O	3%
Cc1[nH]c2ccccc2c1C(=O)CSc1ccccc1	-3%
COc1cc(NS(C)(=O)=O)ccc1Nc1c2ccccc2nc2ccccc12	13%
NC(=O)c1cccc(CC(=O)c2ccccc2)c1	14%[57.5 µM]
O=C(N/N=C/C(Br)=C\c1ccccc1)c1ccco1	0%[57.5 µM]
O=C(Nc1nn[nH]n1)c1ccc(S(=O)(=O)N2CCCCC2)cc1	4%
CCN1CCN(Cc2ccc(NC(=O)c3ccc(C)c(NC(=O)c4csc(-c5ccncc5)n4)c3)cc2C(F)(F)F)CC1	?
O=C(CN(C(=O)c1csnn1)c1ccc(F)cc1)NCc1ccc(F)cc1	18%
Cc1nc(NC2CCCCC2)c2nc(-c3ccccc3)n(CCN(C)C)c2n1	?
Cn1cc(C(=O)c2ccc(Cl)cc2Cl)cc1C=O	-15%
CC1=NN(C(=O)CCCc2ccccc2)C(O)(C(F)(F)F)C1 (stereo unspecified)	-5%
CN(CCC1CCCCO1)C(=O)CCc1nnc(C2CCCCC2)o1 (stereo unspecified)	-6%
Cc1cc(C)nc(SCc2ccc(F)cc2)n1	-20%
CC(C)OCCCNC(=S)Nc1ccc(S(N)(=O)=O)cc1	17%
COc1cccc(C(=O)N/N=C/C(Br)=C/c2ccccc2)c1	-5%
O=C(O)CCC(=O)NNc1nc2ccccc2nc1-c1ccccc1	-3%
O=C(Cc1ccccc1)NC1CCS(=O)(=O)C1 (stereo unspecified)	4%
Cc1ccc(NC(=O)Cc2nnc(N)s2)cc1	4%[57.5 µM]
COc1ccc(NC(=O)CCN2C(=O)C3C4C=CC(C4)C3C2=O)cc1 (stereo unspecified)	-3%
CCc1ccc(-c2c(C)sc(NC(=O)C3CCC3)c2C#N)cc1	3%
COc1cccc2c(O)cc(=O)n(C)c12	-11%[57.5 µM]
CCC(CO)N=C1CC(C)(C)CC(=O)/C1=C(/O)CCCN1C(=O)c2ccccc2C1=O (stereo unspecified)	-1%
COc1ccccc1-n1c(SCC(=O)Nc2cccc(S(N)(=O)=O)c2)nc2ccccc2c1=O	1%
COc1cc(OC)c2cc(-c3ccncc3)cnc2c1	8%
Brc1ccc2c(c1)OCCOCCOCCOCCOCCOCCO2	-2%
O=C(O)c1ccc(N2C(=O)c3[nH]nc(-c4ccccc4)c3C2c2ccccc2)cc1 (stereo unspecified)	3%[57.5 µM]
O=C(/C=C/c1cn(-c2ccccc2)nc1-c1cccnc1)NCCN1CCOCC1	3%
CCCn1c(SCC(=O)c2c[nH]c3ccccc23)nnc1-c1ccncc1	-10%
Oc1oc(C=Nc2ccc(F)cc2F)c2ccccc12	10%
S=C(NCc1ccco1)Nc1ccccn1	-3%
Cc1ccnc(NC(=O)COc2ccc3oc4c(c3c2)CCCC4)c1	-4%
COC(=O)c1nn(-c2ccccc2)c2nnc(Cc3ccc(C)cc3)c(=O)n12	7%
Cn1c(=O)c2c(SCC(=O)N3CCCc4ccccc43)nc(CC(C)(C)C)nc2n(C)c1=O	4%
COCC(C)n1c(SCc2nc3ccccc3c(=O)[nH]2)nc2ccccc2c1=O (stereo unspecified)	1%
CCN(CC)S(=O)(=O)c1ccc(N2CCCC2)c(NS(=O)(=O)c2ccccc2)c1	6%
COc1ccc(NC(=O)COC(=O)CNS(=O)(=O)c2ccccc2)cc1OC	4%
CCSc1nc2ccccc2n1Cc1ccccc1F	-2%
CCCC[n+]1ccn(-c2nc3ccccc3nc2[N-]S(=O)(=O)c2ccc(Br)cc2)c1	0%[57.5 µM]
COC(=O)c1ccc(C#CC(NP(=O)(c2ccccc2)c2ccccc2)c2ccccc2)cc1 (stereo unspecified)	-11%
CCN(Cc1cc2ccccc2[nH]c1=O)C(=O)c1cccc([N+](=O)[O-])c1	3%[57.5 µM]
N#C/C(=C\c1ccc(Cl)s1)C(=O)N1CCN(c2ccccc2)CC1	2%
CCOc1cc(N2CCOCC2)c(OCC)cc1NC(=O)c1ccc(OC(C)C)cc1	0%
C/C(N)=C(/C#N)C(=O)COC(=O)C(c1ccccc1)c1ccccc1	7%
Fc1ccc(NC(=S)Nc2cccnc2)cc1	0%
Cc1occc1C(=O)NNC(=O)c1ccccc1F	-13%
CC12CCC(C(=O)NCCCN3CCOCC3)(C(Br)C1=O)C2(C)C (stereo unspecified)	4%[57.5 µM]
Cc1nc(C)c(-c2ccn(S(=O)(=O)c3ccc(Cl)cc3)n2)o1	-3%[57.5 µM]

The list goes on:
SMILES	ERK EGF inh
O=C(Nc1nnc(-c2ccccc2)s1)c1cccc(S(=O)(=O)N2CCOCC2)c1	2%
COc1cccc(-n2nnc3c(=O)n(CC(=O)Nc4cc(C)on4)cnc32)c1	-5%
O=C(NC(=O)c1ccc(Cl)cc1)Nc1ccc(-c2cnco2)cc1	12%[57.5 µM]
CC1=C(c2ccccc2)[N+](=O)C2(CCCCC2)N1[O-]	0%
NNC(=O)c1cncn1-c1ccc(F)cc1	-10%
C=CCn1c(SCC(=O)NCCO)nc2sc(C)c(C)c2c1=O	2%[57.5 µM]
CCOC(=O)c1sc(=S)n(-c2ccc(Cl)cc2)c1C	1%
N/C(=N\OC(=O)c1ccc2c(c1)OCO2)c1cccc([N+](=O)[O-])c1	0%
Cc1nc(-c2cc(-c3nc(-c4cc(C(F)(F)F)cc(C(F)(F)F)c4)no3)no2)cs1	-10%[57.5 µM]
CCc1ccc(S(=O)(=O)Nc2ccc(O)c3c(=O)cc(-c4ccccc4Cl)oc23)cc1	8%[57.5 µM]
O=c1oc2ccccc2cc1-c1csc(Nc2ccc(O)cc2)n1	40µM*
CC1(C)CCC=[N+]1[O-]	12%
COc1cc(OC)c(OC)cc1/C=C1/C(=O)N=C(N)N1C	0%
CCc1cc(=O)oc2cc(C)cc(OCC(C)=O)c12	22%[57.5 µM]
Cn1c(=O)n(Cc2ccc(Br)cc2)c2ccccc21	9%
O=C(Nc1cccc(S(=O)(=O)NC2=NCCC2)c1)c1cc(-c2ccco2)nc2ccccc12	1%[57.5 µM]
CCOC(=O)C1=C(C)OC(N)=C(C#N)C1c1cccc(C)c1 (stereo unspecified)	-9%

Among those listed so far, these have two or more sulfur atoms.
SMILES	ERK EGF inh
Cc1nnsc1SCCNC(=O)Nc1ccc(Cl)cc1	-7%
CSCCC(NC(=O)c1cccc(S(=O)(=O)N2CCOCC2)c1)C(=O)Nc1cccc(C)c1 (stereo unspecified)	3%
O=C(CSc1ccccc1)N(c1ccc(Br)cc1)c1nccs1	10%
COc1ccc(N(C(=O)c2ccncc2)S(=O)(=O)c2cccs2)cc1	3%[57.5 µM]
CC1(C)Cc2c(sc3c2c(N)nc(=S)n3Cc2ccc(Br)cc2)CO1	0%[57.5 µM]
NC(=O)c1c(Nc2nc3c(F)cccc3s2)sc2c1CCCC2	-3%
N#C/C(=C\Nc1ccccc1SC(F)(F)F)c1nc(-c2ccc(Cl)cc2)cs1	17%
CC(C)OCCCNC(=S)Nc1ccc(S(N)(=O)=O)cc1	17%
COc1ccccc1-n1c(SCC(=O)Nc2cccc(S(N)(=O)=O)c2)nc2ccccc2c1=O	1%
CCN(CC)S(=O)(=O)c1ccc(N2CCCC2)c(NS(=O)(=O)c2ccccc2)c1	6%
O=C(Nc1nnc(-c2ccccc2)s1)c1cccc(S(=O)(=O)N2CCOCC2)c1	2%
C=CCn1c(SCC(=O)NCCO)nc2sc(C)c(C)c2c1=O	2%[57.5 µM]
CCOC(=O)c1sc(=S)n(-c2ccc(Cl)cc2)c1C	1%

Bioassay records as filed in PubChem BioAssay.
